Screens from PubChem BioAssay.
KCNH2 3.1 block – qHTS for Inhibitors of KCHN2 3.1: Mutant qHTS | Potassium voltage-gated channel subfamily H member 2, brain isoform KCNH2 3.1 (human) | U2OS KCNH2 3.1, thallium flux FluxOr; stronger effect = lower value | activity change, % (tested at about 1.8 µM) | actives 0.95% (n = 340,000) | AID 720553, 2013;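 active = maximum activity change below -70%; inconclusive = maximum activity change from -70% to -50%; inactive = maximum activity change above -50%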;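 note: thallium influx rate constant from kinetic fluorescence after stimulation buffer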
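U2OS cells transduced with KCNH2 3.1 mutant virus (1.77 x 10^8 /mL, 4 h), plated overnight at 37 C, loaded 45 min with FluxOr dye plus Red40 quencher. Thallium flux rate constant from kinetic reads after stimulation buffer, normalised to controls.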
Eya2 phos inh – qHTS Assay for Inhibitors of the Phosphatase Activity of Eya2 | AID 488837, 2010 | Protein phosphatase EYA2 (Homo sapiens), O00167 | Potency, µM (doses to about 76.9 µM), inactives show at the highest dose activity, negative = inhibition, actives largely listed as inhibitors | actives 0.006% (n = 330,000) | recombinant Eya2, OMFP fluorescence dephosphorylation (OMFP is methylfluorescein phosphate); note: potency is the fitted concentration of half-maximal effect
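Eya2 (0.2 uM) preincubated 10 min at ambient with compound, then OMFP substrate added at 50 uM; 10 min reaction in 50 mM HEPES pH 7.5, 50 mM NaCl, 5 uM MgCl2, 0.05% BSA, 1 mM DTT. Fluorescence read at Ex 485/Em 525 nm.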
hERG WT inh – qHTS for Inhibitors of KCHN2 3.1: Wildtype qHTS | U2OS, BacMam KCNH2, thallium flux FluxOr; stronger effect = lower value | activity change, % at 1.84 µM | actives 0.37% (n = 340,000);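 active = maximum activity change below -70%; inconclusive = maximum activity change between -70% and -50%; inactive = maximum activity change above -50%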
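U2OS cells were transduced with wild-type KCNH2 virus (2.03 x 10^8 / mL) for 4 h at room temperature, then cultured overnight at 37 C. Thallium flux was read with FluxOr dye. Rate constants were normalized to DMSO controls.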
uPA surface inh – qHTS for Inhibitors of Cell Surface uPA Generation; cell surface uPA generation assay, qHTS; Potency, µM (highest dose often 38.3 µM), without a hit: top-dose activity change, negative = inhibition, actives largely listed as inhibitors; actives 0.31% (n = 330,000); active = well fitted inhibition curve with a large enough effect; inconclusive = small, poorly fitted or top-dose-only effect; inactive = no such curve, though single readings can be large or run the other way; tested in mouse RAW 264.7 cells; note: potency is the fitted concentration of half-maximal effect; nearly all actives have a fitted effect of over 55% in size
USP2a block – qHTS Assay for Inhibitors of Ubiquitin-specific Protease USP2a Using CHOP2 as the Reporter | Ubiquitin carboxyl-terminal hydrolase 2 (Homo sapiens), O75604 | USP2 core, Ub-CHOP2 coupled fluorogenic reporter, 485/531 | Potency, µM (highest dose often 38.3 µM), for the others: at the top dose activity change, negative = inhibition, most hits filed as inhibitors | actives 0.01% (n = 330,000) | AID 463254, 2010;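 note: potency is the fitted concentration of half-maximal effect; plate controls were DMSO wells for no effect and full inhibition by NEM control for full effect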
Target sequence (O75604 whole entry, looked up): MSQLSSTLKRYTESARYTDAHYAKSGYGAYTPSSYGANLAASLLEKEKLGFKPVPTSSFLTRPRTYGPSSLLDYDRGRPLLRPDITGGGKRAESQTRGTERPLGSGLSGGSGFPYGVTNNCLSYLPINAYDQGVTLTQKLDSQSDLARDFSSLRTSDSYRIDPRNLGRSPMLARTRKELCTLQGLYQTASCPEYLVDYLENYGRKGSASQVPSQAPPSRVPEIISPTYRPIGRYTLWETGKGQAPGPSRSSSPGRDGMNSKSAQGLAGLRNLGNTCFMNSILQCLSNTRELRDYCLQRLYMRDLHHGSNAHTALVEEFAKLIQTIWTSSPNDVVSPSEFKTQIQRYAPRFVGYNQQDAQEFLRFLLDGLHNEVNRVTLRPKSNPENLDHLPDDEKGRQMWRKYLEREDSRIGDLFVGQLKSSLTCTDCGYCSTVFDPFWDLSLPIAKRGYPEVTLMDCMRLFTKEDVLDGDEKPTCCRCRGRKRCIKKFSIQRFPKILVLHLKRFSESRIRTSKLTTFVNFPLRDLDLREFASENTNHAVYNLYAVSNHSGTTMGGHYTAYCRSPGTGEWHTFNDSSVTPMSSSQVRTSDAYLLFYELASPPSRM
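USP2 core (10nM final) preincubated 30min RT with compound in 20mM Tris-HCl pH 8.0, 2mM CaCl2, 2mM beta-mercaptoethanol, 0.05% CHAPS; 25nM Ub-CHOP2 plus 25nM reporter substrate added, fluorescence (Ex485/Em531) read after 60min.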
PKM2 activator – qHTS Assay for Activators of Human Muscle isoform 2 Pyruvate Kinase; Pyruvate kinase PKM (Homo sapiens), P14618; purified PKM2, Kinase-Glo ATP luminescence, activation; response scale: 0% is enzyme alone, no compound; Potency, µM (top dose mostly 57.5 µM), inactives show at the top dose activation, most hits filed as activators; actives 0.34% (n = 260,000); AID 1631, 2009; note: potency is the fitted concentration of half-maximal effect; nearly all actives have a fitted effect of over 55% in size
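hPK-M2, >95% pure; 0.1 mM ADP / 0.5 mM PEP final; imidazole pH7.2 buffer w/ 7 mM MgCl2, 50 mM KCl; 1 h RT; Kinase-Glo lum. Intermediate enzyme activity for dual inhibitor/activator qHTS.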
Giardia kill – Small Molecules that selectively kill Giardia lamblia: qHTS | Giardia lamblia trophozoite viability | activity change, % at 7.66 µM, hits read low | actives 0.15% (n = 340,000) | AID 540267, 2011; in the data active = activity change below about -80%; inconclusive = between about -30% and that limit;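 note: parasites exposed to compound for two days anaerobically before the ATP read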
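Trophozoite viability was measured as ATP-dependent luminescence, read 15-30 min after reagent addition. Before that, parasites at 100 cells/well were exposed to compounds for 48 h, anaerobically, at 37 deg C.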
Chronic BCR inh – qHTS Assay to Find Inhibitors of Chronic Active B-Cell Receptor Signaling; ABC-DLBCL IkBa-CBG/CBR reporter, luminescence ratio, 4 h; Potency, µM (doses to about 46.1 µM), inactives show top-dose ratio change, negative = lower green/red ratio, most hits filed as inhibitors; actives 0.05% (n = 340,000); AID 493014, 2011; active = well fitted inhibition curve with a large enough effect in the signal ratio, with a control signal flat, not every such curve was filed as active; inconclusive = small, poorly fitted or top-dose-only effect, or effect the other way, or a change in a side signal; the % refers to the signal ratio;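 note: potency is the fitted concentration of half-maximal effect; plate controls were basal doxycycline-induced cells for no effect and cells given 10 µM MG132 for full effect; MG132 reads +100%, hits lower the ratio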
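Doxycycline induced both beetle luciferases in TMD8 lymphoma cells; IKK-driven degradation limits the IkappaBalpha-fused green signal, while red luminescence normalises for cell number and nonspecific effects. Compounds tested up to 46 uM, 4 hrs.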
GALK inhibitor – qHTS Assay for Inhibitors of Human Galactokinase (GALK) | P51570 | Potency, µM (series often up to 57.5 µM), for inactives: at the highest dose activity change, negative = inhibition, hits mostly inhibitors | AID 1868, 2009 | Purified GALK, Kinase-Glo residual ATP luminescence | actives 0.007% (n = 270,000); note: potency is the fitted concentration of half-maximal effect
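Galactose (100 uM) and ATP (35 uM) were turned over by 5 nM GALK for 1 h at RT. Kinase-Glo Plus then converted the remaining ATP into a luminescent signal.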
FBPA coupling cs – qHTS Assay for Inhibitors of Fructose-1,6-bisphosphate Aldolase from Giardia Lamblia: Coupling assay counterscreen | coupling enzyme system counterscreen, AmpLite Red fluorescence | activity change, negative = inhibition, % at 58.2 µM, hits read low | actives 0.67% (n = 290,000) | AID 2472, 2010; in the data active = activity change below about -30%
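Compounds tested against the coupling enzymes alone at 57.5 uM final; readout was AmpLite Red fluorescence (525/598 nm) after 20 min at RT.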
B2AR arrestin – qHTS assay of beta-arrestin-biased ligands of beta2-adrenergic receptor; beta-arrestin recruitment to beta2AR, cell-based reporter; AID 492947, 2010; actives 0.02% (n = 330,000); Potency, µM (doses to about 46.1 µM), without a hit: at the top dose activation, usual class: activators; Beta-2 adrenergic receptor (Homo sapiens), P07550;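 note: potency is the fitted concentration of half-maximal effect; 0% = DMSO controls and full agonism = EC100 isoproterenol or metaproterenol; nearly all actives have a fitted effect of over 65% in size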
Target sequence (P07550 whole entry, looked up): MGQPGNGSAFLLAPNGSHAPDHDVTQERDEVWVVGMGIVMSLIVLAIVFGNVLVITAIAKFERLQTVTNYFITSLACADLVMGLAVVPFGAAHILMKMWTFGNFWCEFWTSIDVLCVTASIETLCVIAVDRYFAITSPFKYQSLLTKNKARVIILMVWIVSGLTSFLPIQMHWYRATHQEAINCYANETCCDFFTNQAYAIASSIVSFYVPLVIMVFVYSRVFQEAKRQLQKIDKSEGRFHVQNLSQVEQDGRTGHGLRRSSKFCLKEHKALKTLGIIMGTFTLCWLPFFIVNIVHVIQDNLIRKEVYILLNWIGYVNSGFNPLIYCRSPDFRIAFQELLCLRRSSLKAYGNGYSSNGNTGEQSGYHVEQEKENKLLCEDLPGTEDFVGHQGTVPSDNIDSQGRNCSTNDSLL
Numbers without * were called inactive; i = inactive; ? = inconclusive; · = no result given; [ ] = dose if it differs, or a comment. Unless noted, calls come from the whole dose curve; as a rule, active = well fitted curve in the direction sought with a large enough effect; inconclusive = small, poorly fitted or top-dose-only effect, or another doubt; inactive = no such curve, though single readings can be large; an effect the other way counts as inactive or inconclusive. Unless noted, % is set by controls: 0 for no effect and ±100 for the full control effect.

SMILES	KCNH2 3.1 block	Eya2 phos inh	hERG WT inh	uPA surface inh	USP2a block	PKM2 activator	Giardia kill	Chronic BCR inh	GALK inhibitor	FBPA coupling cs	B2AR arrestin
O=C1c2cccc3c(O)ccc(c23)C(=O)N1Cc1ccccc1	28	?	-1	-6%	?	6%	9	?	-6%	9	-0.1%
C/C(=N\Nc1nc(N)cc(Cl)n1)c1cccc([N+](=O)[O-])c1	5	-4%	45	-17%	3%	0%	-3	?	3%	-12	-0.6%
CCN1CCN(S(=O)(=O)c2ccc(Cl)c(C(=O)Nc3ccccc3N3CCCC3)c2)CC1	1	-12%	-2	4%	2%	·	-20	7%	·	·	0.4%
CCOC(=O)C1(Cc2ccc(Cl)cc2)CCN(C(=O)C2CCCO2)CC1 (stereo unspecified)	11	3%	11	-1%	-1%	-12%	4	-11%	1%	4	-0.5%
COC(=O)C(Cc1cccc(C)n1)(c1ccccc1)c1ccccc1	-12	-3%	4	-9%	-9%	·	4	0%	-2%	0	-0.4%
CC(Sc1ncn[nH]1)C(=O)NCc1ccccc1 (stereo unspecified)	-9	0%	0	1%	-2%	-1%	-2	9%	-6%	·	0.3%
CC(C)c1onc(C(=O)Nc2cccnc2Cl)c1[N+](=O)[O-]	7	4%	-2	-2%	0%	1%	4	-16%	4%	7	0.0%
CN(C(=O)C1CCCCC1)C1(C)CCS(=O)(=O)C1 (stereo unspecified)	6	12%	-8	0%	0%	·	13	7%	·	·	0.2%
CCN(CC(=O)Nc1ccc(NC(C)=O)cc1)CC(=O)Nc1cccc(Cl)c1	5	-4%	4	0%	-1%	·	-5	?	4%	1	-0.2%
O=C(c1ccccc1)N1CCN(C2c3cccc4cccc(c34)C2NS(=O)(=O)c2ccccc2)CC1 (stereo unspecified)	-10	-25%	-3	1%	-1%	1%	-13	?	3%	2	6.0%
COc1c2ccccc2c(OC)c2ccccc12	11	-8%	i	1%	3%	3%	-15	12%	-1%	-1	-0.7%
O=C(COC(=O)/C=C/c1ccccc1)NC1CC1	6	5%	-2	-19%	0%	·	-27	0%	·	·	-1.1%
CC1CCC2(CC1)NC(=O)N(NC(=O)c1cccc(N(C)C)c1)C2=O (stereo unspecified)	-23	5%	1	?	1%	·	-8	5%	·	·	-0.1%
CC(C)COC(=O)Nc1ccccc1C(=O)N1CCOCC1	-5	13%	6	3%	3%	0%	-17	2%	0%	3	0.0%
O=S(=O)(Cc1c(F)cccc1Cl)c1ncn[nH]1	3	3%	-4	3%	0%	-1%	-29	3%	1%	2	-0.2%
C[C@H](NC(=O)C1CCC(CNC(=O)[C@@H]2CCCN2C(=O)OC(C)(C)C)CC1)C(=O)O (stereo partly specified)	-7	-7%	16	-1%	-1%	·	20	4%	?	2	-0.5%
C/C(=C\c1cccs1)C(=O)c1c(C)cc(C)[nH]c1=O	2	-11%	?	7%	1%	2%	-1	?	0%	0	0.3%
CCCCn1nnc(NC(=O)COc2cc(C)ccc2C(C)C)n1	3	-23%	-2	11%	-2%	1%	13	?	0%	0	-0.2%
Oc1ccc(F)c2cccnc12	7	-1%	-5	2%	2%	-2%	2	-25%	2%	-4	-0.2%
Cc1[nH]c2ccccc2c1/C=N\NC(=O)Cn1nnc(-c2ccccc2)n1	-6	-2%	-20	12%	0%	-6%	1	3%	0%	0	-1.8%
Cc1onc(-c2ccccc2Cl)c1C(=O)NC(C)c1ccccc1 (stereo unspecified)	-6	-21%	4	11%	0%	-1%[11.5 µM]	-13	2%	7%	1	-0.6%
Cc1ccc(C(=O)NNC2=Nc3cc([N+](=O)[O-])ccc3OC2)cc1	-28	?	9	0%	2%	-11%	15	-4%	-1%	8	0.2%
Cc1ccccc1-c1nc(CS(=O)(=O)CC(=O)NC2CC2)c(C)o1	-2	1%	19	-13%	-2%	·	-2	-19%	5%	·	0.1%
COc1ccc(CCN2CC(C(=O)NCCc3ccccc3C)CCC2=O)cc1 (stereo unspecified)	17	0%	-12	0%	2%	·	36[activator]	-1%	1%	·	0.3%
O=C(CN1CCN(Cc2ccc(F)cc2)CC1)Nc1nc2ccccc2s1	-74*	-1%	-16	9%	-1%	0%	34[activator]	-13%	0%	-1	-0.5%

Overlap with the part before: 4 compounds; new compounds follow.
SMILES	KCNH2 3.1 block	Eya2 phos inh	hERG WT inh	uPA surface inh	USP2a block	PKM2 activator	Giardia kill	Chronic BCR inh	GALK inhibitor	FBPA coupling cs	B2AR arrestin
Cc1ccc(C(=O)NNC2=Nc3cc([N+](=O)[O-])ccc3OC2)cc1	-28	?	9	0%	2%	-11%	15	-4%	-1%	8	0.2%
Cc1ccccc1-c1nc(CS(=O)(=O)CC(=O)NC2CC2)c(C)o1	-2	1%	19	-13%	-2%	·	-2	-19%	5%	·	0.1%
COc1ccc(CCN2CC(C(=O)NCCc3ccccc3C)CCC2=O)cc1 (stereo unspecified)	17	0%	-12	0%	2%	·	36[activator]	-1%	1%	·	0.3%
O=C(CN1CCN(Cc2ccc(F)cc2)CC1)Nc1nc2ccccc2s1	-74*	-1%	-16	9%	-1%	0%	34[activator]	-13%	0%	-1	-0.5%
COc1ccccc1OCC(=O)Nc1ccc(S(=O)(=O)NC(C)=O)cc1	0	-3%	0	1%	-1%	-9%	24	5%	-1%	0	-0.2%
CCOC(=O)C1CCCN(C(=O)c2ccc(CS(=O)(=O)Cc3ccccc3C)o2)C1 (stereo unspecified)	4	-8%	-8	1%	-1%	3%	12	-6%	-1%	0	-0.1%
OCC1(Cc2ccc(Cl)cc2)CCN(CCCc2ccccc2)CC1	-89*	5%	?	-3%	4%	-2%	8	1%	11%	2	-0.1%
CCOC(=O)NC1(C(F)(F)F)C(=O)NC(C)=C1C(=O)OC (stereo unspecified)	-2	5%	-11	1%	-1%	1%	6	-8%	2%	0	0.0%
Cc1ccc(S(=O)(=O)Nc2cc(Cl)c(O)c3ncccc23)cc1	12	-8%	2	-9%	1%	12%	-7	-11%	0%	-12	4.8%
FC(F)(F)c1cnc(N2CCSCC2)c(Cl)c1	6	13%	3	1%	9%	26%	-6	?	·	1	?
COc1cc(C(=O)Nc2ccc(S(=O)(=O)Nc3ncccn3)cc2)c([N+](=O)[O-])cc1OC	10	-21%	-1	-2%	3%	6%	?	0%	5%	10	0.1%
Cc1cc(C)cc(C(=O)NC(CC(N)=O)c2ccc(NC3CCCCCC3)c([N+](=O)[O-])c2)c1 (stereo unspecified)	1	-5%	-8	17%	0%	2%	-3	5%	-2%	0	-0.3%
CCOC(=O)c1c(C)[nH]c(C)c1C(=O)COC(=O)/C=C/c1cccc(F)c1	9	10%	7	3%	5%	-2%	5	?	1%	-1	-0.2%
O=C(Cn1ncc2c3ccccc3n(Cc3ccc(F)cc3)c2c1=O)N1CCN(c2ncccn2)CC1	2	-26%	-3	0%	-2%	-1%	7	15%	-3%	-1	0.0%
C=CCn1c(SCC(=O)NCC2CCCO2)nnc1-c1ccncc1 (stereo unspecified)	2	-19%	-8	1%	3%	·	38[activator]	2%	·	·	-0.1%
O=C(O)[C@H]1Cc2ccccc2CN1S(=O)(=O)c1ccc(F)cc1	-3	10%	-7	14%	2%	-5%	-15	1%	11%	2	-0.7%
CCOC(=O)C1CCN(C(=O)CN(Cc2ccc(Cl)cc2)S(C)(=O)=O)CC1	0	-4%	2	11%	3%	0%	40[activator]	?	1%	0	-0.3%

Quoted at random: 2 entries already listed, in no set order.
SMILES	KCNH2 3.1 block	Eya2 phos inh	hERG WT inh	uPA surface inh	USP2a block	PKM2 activator	Giardia kill	Chronic BCR inh	GALK inhibitor	FBPA coupling cs	B2AR arrestin
COc1ccccc1OCC(=O)Nc1ccc(S(=O)(=O)NC(C)=O)cc1	0	-3%	0	1%	-1%	-9%	24	5%	-1%	0	-0.2%
C=CCn1c(SCC(=O)NCC2CCCO2)nnc1-c1ccncc1 (stereo unspecified)	2	-19%	-8	1%	3%	·	38[activator]	2%	·	·	-0.1%
